# High-throughput results as filed in PubChem.
# ELG1 repair inh: blocks ELG1-dependent DNA repair in HEK293T cells; HEK293T ELG1-luciferase reporter, luminescence, 16 h; DNA damage induced by 5-fluorouridine; Potency, µM (series often up to 46.1 µM), inactives show top-dose activity change, negative = inhibition, usual class: inhibitors; actives 2.3% (n = 330,000); AID 504467; also: potency is read from the fitted curve at half-maximal effect; % is scaled to controls: 0 for no effect and ±100 for the full control effect; nearly all actives have a fitted effect of over 55% in size
#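 HEK293T cells expressing luciferase-tagged ELG1 (2,000/well) received 5-Fluorouridine plus compound or DMSO for 16 hr at 37 °C. Luciferase was read by ONE-Glo luminescence after 30 min at room temperature.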
# Tb PFK inh: inhibitors of T. brucei phosphofructokinase | O15648 | T. brucei PFK, ADP-Glo luminescence | Potency, µM (highest dose often 57.5 µM), for inactives: at the highest dose activity, negative = inhibition, actives largely listed as inhibitors | actives 0.17% (n = 330,000) | AID 485367;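 also: potency is read from the fitted curve at half-maximal effect; 0% = uninhibited 1x PFK enzyme wells and -100% = no-enzyme wells; nearly all actives have a fitted effect of over 60% in size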
#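 Activity is normalized to no-enzyme wells (full inhibition) and 1.25 nM enzyme wells (no inhibition). Reaction: 0.5 mM F6P, 0.1 mM ATP, 45 min RT, ADP-Glo luminescence; concentration-response curves fitted and classed by quality.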
# Mito fusion yeast: blocks mitochondrial division or promotes mitochondrial fusion; S. cerevisiae fusion-defective mutant growth rescue, CellTiterGlo 48 h; Potency, µM (doses to about 46.1 µM), without a hit: top-dose growth rescue (activation), actives largely listed as activators; actives 0.23% (n = 320,000); AID 485298;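 also: potency is read from the fitted curve at half-maximal effect; % of control where 0% means no effect; nearly all actives have a fitted effect of over 45% in size; temperature-sensitive fusion mutants such as fzo1-1 at 37 °C on non-fermentable ethanol glycerol medium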
#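 Luminescent cell viability in 1536-well qHTS format served as the measure of rescued growth in ts fusion-mutant S. cerevisiae cultured on non-fermentable YPEG for 48 hours at 37C.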
# a7 integrin act: activates integrin-mediated alleviation for muscular dystrophy; alpha7betagal myoblasts, beta-gal FDG fluorescence, 48 h; AID 624291; Potency, µM (top dose mostly 38.3 µM), without a hit: at the highest dose activation, most hits filed as activators; actives 0.064% (n = 350,000);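 also: potency is read from the fitted curve at half-maximal effect; 100% = response of the positive control SU9516; nearly all actives have a fitted effect of over 60% in size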
#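 Alpha7betagal+/- myoblasts (passage 13) were plated 16-24 hr, then exposed to compounds (1:260 dilution of DMSO stock) for 48 hours at 37C. After MPER lysis, β-galactosidase reporter activity was read as FDG fluorescence (ex 480/em 540) after 30 minutes.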
# TSG101-PTAP inh: blocks PTAP/TSG101 interaction to inhibit HIV-1 budding | Q99816 | Fluorescence polarization, FITC-PTAP peptide / Tsg101 binding | Potency, µM (doses to about 115 µM), inactives show at the top dose activity change, negative = inhibition, actives largely listed as inhibitors | 340,000 tested, under 10 active | AID 493005; active = well fitted inhibition curve with a large enough effect in the main read-out, with a control signal flat, not every such curve was filed as active; inconclusive = small, poorly fitted or top-dose-only effect, or effect the other way, or a change in a side signal; inactive = no such curve, though single readings can be large or run the other way; also: potency is read from the fitted curve at half-maximal effect; % of control where 0% means no effect
#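 Steps: Tsg101 binding domain dispensed (10 uM final), compounds pinned in DMSO, FITC-labeled PTAP-motif peptide added (50 nM final); after 20 min binding at room temperature, polarization measured.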
# AT treatment: potential ataxia-telangiectasia treatment; […] A-T fibroblasts, KAP-1 phosphorylation AlphaLISA; neocarzinostatin DNA damage 30 min before lysis; Potency, µM (highest dose often 57.5 µM), without a hit: top-dose activation, actives largely listed as activators; actives 0.19% (n = 320,000); AID 485349; also: potency is read from the fitted curve at half-maximal effect; % of control where 0% means no effect; nearly all actives have a fitted effect of over 45% in size
#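 ATM-like activity read as KAP-1 phosphorylation via AlphaLISA donor/acceptor antibody pairs after lysis and 6 hr at 25C. Cells were ATM-null patient fibroblasts ([…], hTERT), dosed 60 min, then exposed to the DSB inducer NCS for 30 min.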
# Eya2 phos inh: blocks the phosphatase activity of human Eya2 | O00167 | recombinant Eya2, OMFP fluorescence dephosphorylation (OMFP is methylfluorescein phosphate) | Potency, µM (highest dose often 76.9 µM), for inactives: at the top dose activity, negative = inhibition, actives largely listed as inhibitors | actives 0.006% (n = 330,000); also: potency is read from the fitted curve at half-maximal effect; % is scaled to controls: 0 for no effect and ±100 for the full control effect
#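 Eya2 (0.2 uM) preincubated 10 min at ambient with compound, then OMFP substrate added at 50 uM; 10 min reaction in 50 mM HEPES pH 7.5, 50 mM NaCl, 5 uM MgCl2, 0.05% BSA, 1 mM DTT. Fluorescence read at Ex 485/Em 525 nm.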
# S-ASM inh: blocks human secretory acid sphingomyelinase | P17405 | placental ASM, HMU-PC fluorogenic substrate, 60 min | Potency, µM (doses to about 57.5 µM), for the others: top-dose activity change, negative = inhibition, actives largely listed as inhibitors | actives 0.006% (n = 340,000); also: potency is read from the fitted curve at half-maximal effect
#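 Fluorescence read-out (Ex 386 nm, Em 447 nm) after stopping the reaction at pH 10. Enzyme: ASM from human placenta; substrate HMU-PC0, 9 uM final; 60 min, 37 °C. Compound preincubation 10 min, ambient temperature.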
# TCR activator: T cell receptor activation; primary human leukocytes, anti-CD3, IL-2 HTRF, 48 h; Potency, µM (highest dose often 9.22 µM), without a hit: top-dose activation of IL-2 secretion, most hits filed as activators; 330,000 tested, under 10 active; AID 504894; also: % of control where 0% means no effect
#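 48 hr co-incubation of compounds, a-CD3 beads and primary human leukocytes; IL-2 quantified homogeneously by HTRF with anti-IL-2 K and d2 conjugates.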
# TSHR antag: antagonists of human thyroid stimulating hormone receptor; TSHR-expressing cells, TSH-stimulated cAMP HTRF, 2 h; active compounds read low; actives 0.2% (n = 330,000); activity change, negative = inhibition, % at 11.5 µM; AID 504810; P16473;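 active = activity change below a set negative limit, meaning inhibition stronger than a set level, cut at about -70% in these data; inconclusive = activity change between two set negative limits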; also: % is scaled to controls: 0 for no effect and ±100 for the full control effect
# Target sequence (P16473 whole entry, looked up): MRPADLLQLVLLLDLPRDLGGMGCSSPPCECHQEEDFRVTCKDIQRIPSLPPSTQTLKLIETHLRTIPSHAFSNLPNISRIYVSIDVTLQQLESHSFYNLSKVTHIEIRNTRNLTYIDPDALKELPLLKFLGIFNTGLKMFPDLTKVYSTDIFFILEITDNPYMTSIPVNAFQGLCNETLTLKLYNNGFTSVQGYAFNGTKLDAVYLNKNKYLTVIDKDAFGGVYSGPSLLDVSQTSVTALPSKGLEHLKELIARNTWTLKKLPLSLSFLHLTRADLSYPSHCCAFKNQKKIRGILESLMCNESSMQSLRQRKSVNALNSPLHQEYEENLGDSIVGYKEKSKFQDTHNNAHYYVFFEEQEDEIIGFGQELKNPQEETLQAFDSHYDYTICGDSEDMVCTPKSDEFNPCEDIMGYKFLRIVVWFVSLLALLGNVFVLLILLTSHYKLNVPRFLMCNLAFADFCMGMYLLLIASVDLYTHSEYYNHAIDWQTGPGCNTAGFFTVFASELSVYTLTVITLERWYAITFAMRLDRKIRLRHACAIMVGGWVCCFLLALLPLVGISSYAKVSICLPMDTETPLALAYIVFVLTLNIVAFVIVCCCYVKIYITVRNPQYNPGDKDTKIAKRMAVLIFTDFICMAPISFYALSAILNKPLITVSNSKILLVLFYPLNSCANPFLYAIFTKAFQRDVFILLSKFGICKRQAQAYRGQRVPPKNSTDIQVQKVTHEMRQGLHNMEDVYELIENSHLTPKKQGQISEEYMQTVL
#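 Competitive HTRF cAMP read-out (cryptate anti-cAMP antibody, cAMP-d2; 30 min, room temperature) in freshly harvested TSHR cells. Compounds added before TSH at EC80 (4nM final), followed by 2 hours' incubation at 37 deg C.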
# BCR signal inh: inhibitors of chronic active B-cell receptor signaling | ABC-DLBCL IkBa-CBG/CBR reporter, luminescence ratio, 4 h | Potency, µM (series often up to 46.1 µM), for the others: at the top dose ratio change, negative = lower green/red ratio, usual class: inhibitors | actives 0.05% (n = 340,000) | AID 493014; active = well fitted inhibition curve with a large enough effect in the signal ratio, with a control signal flat, not every such curve was filed as active; inconclusive = small, poorly fitted or top-dose-only effect, or effect the other way, or a change in a side signal; the % refers to the signal ratio;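 also: potency is read from the fitted curve at half-maximal effect; plate controls were basal doxycycline-induced cells for no effect and cells given 10 µM MG132 for full effect; MG132 reads +100%, hits lower the ratio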
#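 TMD8 ABC-DLBCL cells carrying doxycycline-inducible green luciferase fused to IkappaBalpha plus unfused red luciferase were exposed to compounds (up to 46 uM) for 4 hrs at 37C. Activity came from the overlap-corrected green/red luminescence ratio.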
# * marks the source's active call; other numbers are inactive results; ? = inconclusive; nt = not tested or not shown; [ ] = another dose, or the depositor's remark. Unless noted, calls follow the shape of the dose curve; as a rule, active = well fitted curve in the direction sought with a large enough effect; inconclusive = small, poorly fitted or top-dose-only effect, or another doubt; inactive = no such curve, though single readings can be large; an effect the other way counts as inactive or inconclusive.
SMILES,ELG1 repair inh,Tb PFK inh,Mito fusion yeast,a7 integrin act,TSG101-PTAP inh,AT treatment,Eya2 phos inh,S-ASM inh,TCR activator,TSHR antag,BCR signal inh
CCCCOC(=O)c1nc[nH]c1C(=O)OCCCC,-3%,0%,5%,?,2%,4%,-6%,0%,2%,4,1%
O=C(NCC1(c2ccccc2)CCCC1)c1ccc(Br)cc1,-8%,6%,12%,25%,1%,-10%,-20%,6%,-2%[46.1 µM],-14,?
CCCCN(C(=O)c1ccc(N2CCCC2=O)cc1)c1c(N)n(Cc2ccccc2)c(=O)[nH]c1=O,18%,-6%,-6%,?,-2%,2%,-7%,16%,-2%,7,?
CC(C)(C)c1cc(C(=O)N/N=C/c2ccncc2)n[nH]1,1%,-1%,-1%,0%,3%,-3%,1%,0%,-10%,-14,1%
COc1ccc(N2CCN(C(=O)CSc3nnnn3-c3ccc4c(c3)OCCO4)CC2)cc1,23µM*,0%,3%,-25%,-4%,5%,-8%,2%,4%,-16,0%
Cc1nnc(N(C)C(=O)c2ccc3c(c2)OCO3)s1,25%,-12%,3%,0%,0%,-1%,4%,-1%,-1%,0,3%
O=C(Nc1ccccc1)Nc1ccc2c(c1)CCC2,?,3%,-1%,20%,-3%,3%,-19%,-6%,-3%,-49,?
COc1cc(/C=C(/C#N)c2nc3ccccc3c(=O)[nH]2)ccc1O,?,2%,-1%,14%,-4%,-18%,27%,-4%,-3%[46.1 µM],-5,?
CCN1CCN(Cc2nc3c(c(=O)[nH]c(=O)n3C)n2Cc2ccccc2Cl)CC1,-2%,0%,1%,8%,-4%,1%,-4%,0%,-1%[46.1 µM],-11,-3%
CC12COC3(C(N)=O)CC1CCC32C (stereo not given),7%,9%,-5%,-27%,-3%,1%,1%,3%,2%[46.1 µM],-7,-1%
CCN(CC)c1ccc(Nc2cc3n(c(=O)n2)CCc2cc(OC)c(OC)cc2-3)cc1,5.2µM*,0%,3%,-42%[inhibitor],-12%,-10%,-9%,-2%,-2%,-2,11µM*
Cc1ccc(C(=O)NCC(=O)N2CCCCCC2)cc1,?,1%,11%,11%,-6%,-7%,16%,4%,-3%,16,0%
Cc1ccccc1N(C)S(=O)(=O)c1ccc2[nH]cc(C(=O)NCC3CCCO3)c(=O)c2c1 (stereo not given),?,-5%,-15%,0%,nt,-6%,-14%,-6%,nt,-6,8%
O=C(COC(=O)Cc1ccc([N+](=O)[O-])cc1)NCc1ccc2c(c1)OCO2,-4%,-7%,nt,-1%,-3%,3%,3%,0%,-1%[46.1 µM],-1,-1%
CC(Sc1nc(N2CCOCC2)nc(N2CCOCC2)n1)C(=O)Nc1ccccc1 (stereo not given),-27%,-3%,0%,-11%,-1%,20%,15%,-3%,4%,1,3%
CCOC(=O)c1ccc(N2Cc3ccccc3C2=NC(=O)c2cccs2)cc1,?,-1%,9%,31%,-6%,6%,5%,2%,-3%[46.1 µM],2,15%
CSc1nsc(SC)c1C(=O)NCCNS(=O)(=O)c1ccc(C)cc1,-8%,0%,-11%,21%,-2%,5%,-3%,2%,5%,-3,-5%
Cc1ccc(C)c(OCCC(=O)NCCc2ccc(S(N)(=O)=O)cc2)c1,7%,-2%,-1%,3%,-1%,4%,-3%,-1%,-83%,12,-11%
CN(C(=O)c1ccc2c(=O)n3c(nc2c1)CCCCC3)c1ccccc1F,-20%,-5%,-6%,-11%,-2%,1%,8%,-3%,-9%,-2,0%
CCOc1ncccc1C(=O)OCC(=O)c1ccccc1Br,-9%,3%,2%,?,0%,-4%,-3%,-1%,9%,-13,-10%
CCOC(=O)[C@@H]1[C@H]2COc3ccccc3[C@@H]2N2C(=O)N(c3ccccc3)C(=O)[C@@]12C,6%,-1%,1%,13%,-4%,2%,-2%,7%,-18%,-7,4%
Cc1ccc(C(=O)CCC(=O)N2CCC(C(N)=O)CC2)s1,?,-3%,-4%,8%,-4%,2%,13%,1%,6%,3,4%
O=C(c1ccco1)N1CCN(S(=O)(=O)c2c(Cl)cccc2Cl)CC1,-7%,-3%,3%,24%,0%,6%,?,-2%,0%,-1,?
CC(C)CCOc1ccc(C(=O)NNC(=O)CNC(=O)c2ccccc2F)cc1,7%,4%,nt,2%,-3%,-8%,3%,5%,1%[46.1 µM],13,-1%
CCOC(=O)N1CCC(NC(=O)CN2C(=O)CSc3nc(C)cc(C)c32)CC1,1%,-5%,-2%,nt,nt,3%,-1%,nt,nt,10,6%
CC(Sc1nnc(C2CC2)n1C1CC1)C(=O)Nc1cccc(S(=O)(=O)N(C)C)c1 (stereo not given),-4%,-1%,-1%,-26%,-2%,0%,-1%,0%,3%,-9,-1%
CCc1ccc(-n2cc(-c3ccc([N+](=O)[O-])cc3)[nH]c2=S)cc1,27%,-8%,-2%,9%,-3%,1%,-2%,0%,-10%[46.1 µM],5,7%
Cc1ccc(C(=O)NC2CCS(=O)(=O)C2)cc1S(=O)(=O)N1CCCCC1 (stereo not given),14%,7%,9%,10%,0%,0%,-11%,1%,0%,3,1%
CCc1ccc2c(c1)C1(SC(NC(C)=O)=NN1C(C)=O)C(=O)N2CC (stereo not given),10%,-3%,-24%,3%,-2%,-1%,11%,3%,-1%,3,-6%
CCOC(=O)c1ccccc1NC(=O)C1CC(=O)N(c2ccccc2)C1 (stereo not given),14%,-6%,-5%,19%,-4%,8%,10%,2%,7%,16,-1%
COc1ccccc1C(=O)NCCC(=O)NCc1cccnc1,?,1%,1%,6%,-6%,10%,-18%,5%,nt,3,4%
Cc1sc2nc(SCC(=O)C(C)(C)C)n(Cc3ccco3)c(=O)c2c1C,?,2%,-4%,-9%,-7%,-9%,0%,-13%,2%,17,3%
Cc1ccc(NC(=O)CSc2n[nH]c(-c3cccnc3)n2)cc1Cl,-1%,-2%,-5%,-31%,-1%,-3%,-6%,-6%,-2%,-2,0%
CCS(=O)(=O)c1nc(S(=O)(=O)c2ccc(Cl)cc2)c(N2CCC3(CC2)OCCO3)s1,0%,-4%,-2%,-39%,-6%,-5%,-8%,2%,2%,14,-1%
Cc1ccc(C)c(NC(=O)c2ccc3nccnc3c2)c1,-1%,1%,-4%,?,-3%,1%,15%,7%,-3%,-11,3%
NS(=O)(=O)c1ccc(NC(=O)COC(=O)CN2C(=O)C3CC=CCC3C2=O)cc1 (stereo not given),-1%,-3%,0%,-34%,-2%,-1%,1%,0%,-6%,-5,?
CCOC(=O)c1cc(-c2ccc(Cl)s2)nc2c1c(C)nn2C,-20%,-2%,-5%,nt,nt,-8%,2%,nt,nt,-8,2%
Cc1cc(C(=O)OCC(=O)NCc2ccccc2Cl)c(C)o1,2%,-1%,-1%,9%,-2%,-3%,8%,4%,-6%,3,-1%
COC(=O)c1ccc(NC(=O)CSc2nncn2-c2ccccn2)cc1,6%,0%,-3%,20%,3%,2%,-6%,1%,4%,5,-3%
CC(=O)Nc1ccc(NC(=O)C(C)O/N=C/c2cccc([N+](=O)[O-])c2)cc1 (stereo not given),?,1%,-1%,-9%,-1%,4%,8%,-4%,-5%,-7,?
CCn1nnnc1-c1ccc(OC)c(S(=O)(=O)Nc2ccc(C)c(C)c2)c1,14%,2%,6%,13%,0%,nt,0%,0%,-1%,15,-16%
Cc1oc(C(C)(C)C)cc1C(=O)NCC(=O)NCC(=O)O,-2%,-1%,-8%,-28%,-4%,nt,14%,5%,nt,44,11%
Cc1noc(C(=O)Nc2cc(Cl)ccc2O)c1Cl,2%,1%,10%,-31%,-1%,-5%,21%,-1%,-2%,-3,?
